Compound activity deposited in PubChem BioAssay by National Center for Advancing Translational Sciences (NCATS).
12-LOX inh – Primary qHTS assay for inhibitors of human arachidonate 12S-lipoxygenase (ALOX12): Round 2; Polyunsaturated fatty acid lipoxygenase ALOX12 (Homo sapiens), P18054; purified 12hLO, xylenol orange hydroperoxide absorbance; Potency, µM (highest dose often 108 µM), without a hit: at the highest dose activity change, negative = inhibition, most hits filed as inhibitors; 580,000 compounds, 1.1% hits; active = well fitted inhibition curve with a large enough effect; inconclusive = small, poorly fitted or top-dose-only effect, or another doubt; inactive = no such curve, though single readings can be large or run the other way
Target sequence (P18054 whole entry, looked up): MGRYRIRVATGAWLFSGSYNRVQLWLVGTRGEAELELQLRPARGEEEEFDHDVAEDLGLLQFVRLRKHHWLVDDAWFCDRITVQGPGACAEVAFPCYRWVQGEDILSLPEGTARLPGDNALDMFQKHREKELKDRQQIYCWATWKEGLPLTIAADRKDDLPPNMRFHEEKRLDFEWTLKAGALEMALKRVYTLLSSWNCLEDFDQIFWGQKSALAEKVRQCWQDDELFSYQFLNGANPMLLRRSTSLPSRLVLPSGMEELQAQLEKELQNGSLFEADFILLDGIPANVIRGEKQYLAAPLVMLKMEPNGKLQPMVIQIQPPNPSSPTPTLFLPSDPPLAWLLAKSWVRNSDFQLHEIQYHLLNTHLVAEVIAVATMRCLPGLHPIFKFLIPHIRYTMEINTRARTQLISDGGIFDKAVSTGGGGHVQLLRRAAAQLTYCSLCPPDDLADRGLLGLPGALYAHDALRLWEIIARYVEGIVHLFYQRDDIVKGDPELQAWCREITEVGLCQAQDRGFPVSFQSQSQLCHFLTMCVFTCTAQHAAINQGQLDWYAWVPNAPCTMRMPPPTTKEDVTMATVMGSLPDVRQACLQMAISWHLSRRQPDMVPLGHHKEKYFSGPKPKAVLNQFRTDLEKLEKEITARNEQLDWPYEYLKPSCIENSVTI
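Purified human 12hLO at 150 nM in 25 mM Hepes, 0.01% Triton X-100, pH 7.0, preincubated 15 min at room temperature with compound. Reaction started with 40 uM arachidonic acid, 30 min at room temperature. Hydroperoxide measured by Fe-xylenol orange, 573/405 nm absorbance ratio.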
Active calls of the source: *; ? = inconclusive; [ ] = another dose, or the depositor's remark. % is set by controls: 0 for no effect and ±100 for the full control effect; potency is the fitted concentration of half-maximal effect. Not all compounds are listed. The share of hits here may be higher or lower than overall.

No.	12-LOX inh	Molecule
1	10.7%[176 µM]	COc1ccc(-c2nc(-c3c(C)noc3C)cc3cc(CN(C)C)oc23)cn1
2	-4.0%	N#CCCn1cc(C(=O)Nc2ccccc2Cl)c(-c2cccs2)n1
3	-20.8%	COc1ccc2cc(C(=O)/C=C/c3ccc(C(=O)O)cc3)ccc2c1
4	17.8%	COc1ccc(-c2ccnc(N[C@H]3CO[C@H]4[C@@H]3OC[C@@H]4NC(=O)CCCC(=O)O)n2)cc1
5	-15.1%[22.9 µM]	CCOC(=O)C(O)c1ccccc1 (stereo not drawn)
6	?	O=C1CCCC2=C1C(c1ccc(Br)cc1)n1nc(-c3ccco3)nc1N2 (stereo not drawn)
7	44.7%[activator]	Cc1ccc(C(=O)N2CCCC(c3nc(-c4cccnc4)no3)CCNC(=O)CC2)cn1 (stereo not drawn)
8	6.5%	Cc1ccc(C(=O)NCCn2ccn3nc(-c4cc(C)ccc4C)cc3c2=O)cc1
9	52.6%[activator][176 µM]	O=C(Cc1c[nH]c2ncc(-c3cccnc3)cc12)NCc1cccc(F)c1
10	2.0%	COCC(=O)Nc1cc(C(=O)N2CCSCC2)cc2nc(-c3ccccc3)n(C)c12
11	77.7%[activator][176 µM]	COCc1cn(C[C@H]2C[C@@H](NC(=O)c3cc(C)on3)[C@H](O)[C@@H]2O)nn1
12	3.2%	Cc1ccc(NC(=O)N2CCN(S(C)(=O)=O)CC2)c(C)c1
13	9.2%	Cc1cnc(C(=O)N2CCCC(c3nc(-c4ccccc4)no3)CCNC(=O)CC2)cn1 (stereo not drawn)
14	-10.0%	CC(C(=O)N1CCN(c2ccccc2F)CC1)n1c(=O)c(C(F)(F)F)nc2ccccc21 (stereo not drawn)
15	19.1%[176 µM]	O=C(NCC1COc2ncncc2C(=O)N1Cc1ccccc1)c1cccs1 (stereo not drawn)
16	-18.9%	C(#CCN1CCN(Cc2ccccc2)CC1)COCCOC(c1ccccc1)c1ccccc1
17	?	Cc1ccc(Cc2c(-c3ccccc3)nc3cc(C)c(Br)c(C)n23)cc1
18	?	CC(=O)N1Cc2cc(C(=O)NCC(F)(F)F)nc(-c3cccc(-c4cc5ccccc5o4)c3)c2[C@H]1CCO
19	?	Clc1ccc(-c2noc(CNC3CCCCC3)n2)cc1
20	-28.7%	OC(c1ccc(F)c(F)c1)c1ncc(-c2ccc(Cl)cc2)[nH]1 (stereo not drawn)
21	?	CCOC1=C2[C@@H](CN(S(=O)(=O)c3ccc(C)cc3)[C@H]2c2ccc(CC)cc2)[C@H]2C(=O)N(c3ccccc3)C(=O)[C@H]2C1
22	6.5%	COC(=O)CC(N)c1cccc(C)c1C (stereo not drawn)
23	11.4%	CC(C)CN(C(=O)COC(=O)C12CC3CC(CC(O)(C3)C1)C2)c1c(N)n(Cc2ccccc2)c(=O)[nH]c1=O
24	-1.9%	O=C(NCC1CCS(=O)(=O)C1)N1CCc2nc(-c3ccccc3)[nH]c2C1 (stereo not drawn)
25	24.7%[176 µM]	COCCNC(=O)[C@@H]1Cc2cn(Cc3ccncc3)c3cccc(c23)[C@H](CC(C)C)N1
26	33.8%[activator]	Cc1cc(N2CCCC2)n2nc(-c3ccccc3C)nc2n1
27	7.4%	CNC(=O)c1ccc(-c2nc(CN3CCN(C(=O)Nc4ccc(C)cc4)CC3)c(C)o2)cc1
28	-6.8%	C[C@@H]1CN([C@@H](C)CO)C(=O)c2cc(NC(=O)c3ccccc3)ccc2O[C@@H](C)CCCCO[C@@H]1CN(C)Cc1ccc(C(F)(F)F)cc1
29	4.0%	COc1cccc(-c2cnc3c(NC(C)=O)cc(-c4cccc(NS(C)(=O)=O)c4)cn23)c1
30	-14.4%	CC(=O)C1=CCC(c2ccccc2Cl)N(S(=O)(=O)c2ccc(C)cc2)C1 (stereo not drawn)
31	27.3%	O=[N+]([O-])c1ccccc1/C=C/C=N/Nc1ccc(Cl)nn1
32	11.2%	Cc1ccccc1C(=O)Nc1cnc2sc3c(n2c1=O)CCC(C(C)(C)C)C3 (stereo not drawn)
33	9.3%	COCCn1cnnc1SCc1ccc(Cl)cc1
34	11.5%	O=C(C1CCCC1)N1CCC2(CCCCO2)CC1
35	34.0%	NC(=O)C12CC3CC(CC(Cl)(C3)C1)C2
36	63.8%[activator]	CC(C)c1noc(-c2cccn3c(CNC(=O)c4cccc5[nH]ccc45)nnc23)n1
37	17.2%	CCN(Cc1cccs1)C(=O)NCc1ccc(F)cc1
38	?	Cc1cccc(/C=N/Nc2cc(C(F)(F)F)ccc2Cl)c1
39	-11.4%	CC(NC(=O)C(=O)c1c[nH]c2ccccc12)c1ccccc1 (stereo not drawn)
40	10.2%	C(=N\N=C1c2ccccc2-c2ccccc21)/c1cccnc1
41	2.6%[12.5 µM]	CC(C)C1=NOC2(CCN(Cc3ccccc3)C2)C1 (stereo not drawn)
42	-15.0%	COc1ccc(Nc2nc(N3CCN(CCO)CC3)nc3nccnc23)cc1
43	29.1%	COc1ccccc1CN1CC(c2noc(C3CCCCC3)n2)CC1=O (stereo not drawn)
44	3.1%	COc1cc(C(=O)c2cc3c(cc2C)OCO3)cc(OC)c1OC
45	7.1%	Fc1ccc(OCCOC2CCNCC2)cc1
46	14.3%	CCCCn1c(SCC(=O)O)nc2c1c(=O)[nH]c(=O)n2C
47	72.4%[activator]	O=C(NCc1ccc(-c2ncon2)cc1)[C@H]1CCC[C@@H](O)C1
48	-14.5%	CCN(CC)S(=O)(=O)NC(C)Cc1cccs1 (stereo not drawn)
49	43.6%[activator]	COc1ccc(CCC(=O)N2CCC3(CC2)CC(Cc2nc(-c4cccnc4)no2)CCO3)cc1 (stereo not drawn)
50	5.6%	O=C(Nc1cc(F)cc(F)c1)N1CC(c2nnc(-c3ccncc3)o2)C2(CCOCC2)C1 (stereo not drawn)
51	15.2%	CCC(C(=O)NCc1cc2c(cc1OC)CCC2)n1cccn1 (stereo not drawn)
52	53.9%[activator]	CN(C)CCNC(=O)CC1CCN(C(=O)c2nnc(C(=O)Nc3cccc(Cl)c3)s2)CC1
53	24.1%	O=C(CCC1CCN(c2cc(NC3CC3)ncn2)CC1)NCc1cc(F)cc(F)c1
54	?	Cc1ccc(OCC(=O)NCCN2CCN(S(=O)(=O)c3ccc(C)cc3)CC2)cc1
55	43.7%[activator]	CC(C)CN(CC(C)C)C(=O)CC1C(=O)NCCN1Cc1cccs1 (stereo not drawn)
56	-4.9%	O=C(NCCCO)C(O)(c1ccccc1)c1ccccc1
57	?	COc1cc2oc(=O)cc(CN3CCN(c4ccccc4F)CC3)c2cc1Cl
58	43.0%[activator]	COc1cccc(C(=O)N2CCC(N3C[C@H](O)C[C@H]3C(=O)N3CCN(C(C)C)CC3)CC2)c1
59	?	CC(C)C[C@H]1CNC(=S)N1C[C@H]1CCCN1C[C@H](Cc1ccc(O)cc1)N1C[C@H](Cc2ccc(O)cc2)N(CC2CCCCC2)C1=S
60	3.4%	COc1ccc2cc(C(=O)N3CCN(S(=O)(=O)c4cc(C)ccc4C)CC3)c(C)nc2c1

Next section.
No.	12-LOX inh	Molecule
61	52.5%[activator]	COc1ccc(CNC(=O)C2(c3ccc(NS(C)(=O)=O)cc3)CCCCC2)cc1
62	25.7%	CCn1nc(C(=O)Nc2cccc(S(=O)(=O)N3CCCCC3)c2)c2ccccc2c1=O
63	4.5%	Cc1nc(N2CCN(C(=O)CN3CCCCC3)CC2)c(C#N)c2c1COC(C)(C)C2
64	?	Cc1cc(C(=O)CN2CCN(c3ccc(O)cc3)CC2)c(C)n1C1CCS(=O)(=O)C1 (stereo not drawn)
65	54.5%[activator][176 µM]	O=C1c2c(nc(CNC3CCOCC3)n2Cc2ccccc2)NCCN1CC1CC1
66	30.7%[activator]	CCn1ncc(NC(=O)Cn2cc(-c3ncnc4ccsc34)cn2)n1
67	-3.1%	CC(=O)c1ccc(OCCCC(=O)OCc2ccc(C#N)cc2F)cc1
68	20.6%	NC(=O)CSc1nnc(-c2ccccc2Cl)n1-c1cccc(C(F)(F)F)c1
69	-40.6%	Cc1ccccc1Cn1c(N2CCN(CC(N)=O)CC2)nc2c1c(=O)[nH]c(=O)n2C
70	8.3%	Cn1c(=O)c2[nH]c(NCc3ccc(F)cc3)nc2n(C)c1=O
71	6.6%	O=C(c1cc(F)ccc1F)N1CCCC(n2cc(-c3nc(-c4ccccc4)no3)nn2)C1 (stereo not drawn)
72	-3.3%[176 µM]	COc1cncc(-c2nc(-c3c(C)noc3C)cc3c2cc(C)n3CCN(C)C)c1
73	12.0%	Cc1ccc(-c2nn(C)c(=O)c3ccccc23)cc1S(N)(=O)=O
74	-16.2%	Nc1[nH]c(C(=O)c2ccccc2)c(-c2cccnc2)c1C(=O)NCCc1ccc(Cl)cc1Cl
75	13.5%	O=C(COc1ccc(F)cc1)N1CCCN(C(=O)C2CC2)c2ccccc21
76	-6.0%	C=C(Cl)CN1CCC(CC(N)=O)CC1
77	1.6%	Cc1ccc2c(C)nc(N3CCCC(C(=O)NC(C)(C)CO)C3)nc2c1 (stereo not drawn)
78	?	COc1ccc(-c2nc(C#N)c(NCC(c3cccs3)N3CCOCC3)o2)cc1 (stereo not drawn)
79	2.3%	CC(C)(C)c1ccc(C(=O)Nc2ccc(F)c(F)c2F)cc1
80	?	O=C(COC(=O)Cc1ccc(Cl)cc1)NCc1ccc(Cl)cc1
81	36.2%[activator]	COCCNC(=O)N1CCC2(CC1)CN(C)CC2COC (stereo not drawn)
82	52.5%[activator]	O=c1[nH]c(CSc2nnc(-c3ccco3)n2C2CCCCC2)nc2ccccc12
83	9.7%	CCCCCNC(=O)C1(C)CCc2nc3ccccc3n21 (stereo not drawn)
84	4.0%	Cc1ccc(-c2csc(NC(=O)c3cc4cnn(C(C)C)c4nc3C)n2)cc1

Along the list, as entered above.
Entries 15 to 26 in 12-LOX inh: 19.1%[176 µM], -18.9%, ?, ?, ?, -28.7%, ?, 6.5%, 11.4%, -1.9%, 24.7%[176 µM], 33.8%[activator]

Single values from above.
CC(C)(C)c1ccc(C(=O)Nc2ccc(F)c(F)c2F)cc1 in 12-LOX inh is entered as 2.3%
COCCNC(=O)N1CCC2(CC1)CN(C)CC2COC (stereo not drawn) in 12-LOX inh is entered as 36.2%[activator]
Cc1ccc(-c2csc(NC(=O)c3cc4cnn(C(C)C)c4nc3C)n2)cc1 in 12-LOX inh is entered as 4.0%

Later entries.
No.	12-LOX inh	Molecule
85	?	O=C(NC1CCCc2ccccc21)c1cc2c(Cl)nc3ccccc3c2s1 (stereo not drawn)
86	-55.7%	COc1cc(-c2c(NC(=O)C(C)C)oc3c(C)cccc3c2=O)cc(OC)c1OC
87	73.7%[activator]	COc1ccc(-c2noc(N(C)Cc3ccccc3)n2)cc1OC
88	-15.9%	Cc1ccc(-c2noc(-c3cc4cc(Cl)ccc4oc3=O)n2)cc1
89	-29.3%	CC(C)N(C)C(=O)CN1C(=O)C2(CCNCC2)Nc2ccccc21
90	14.4%	O=C(Nc1ccc2c(c1)OCCO2)c1ccccc1Cl
91	?	Brc1ccc2nc(-c3ccc(CN4CCC5(CC4)CNc4ccccc45)cc3)c(-c3ccccc3)nc2c1
92	12.4%	CC(C)(C)c1ccc(-c2nc(C3CC(=O)N(c4ccc(F)cc4)C3)no2)cc1 (stereo not drawn)
93	?	O=C(Cc1c[nH]c2ccccc12)Nc1ccccc1Cl
94	0.6%	CCCS(=O)(=O)NC(=O)C1(C)CCCN(C(=O)c2ccc(F)c(Cl)c2)C1 (stereo not drawn)
95	0.6%	COC(=O)CC1=C(C(=O)OC)C(c2ccc(C(=O)OC)cc2)C(C#N)=C(N)O1 (stereo not drawn)
96	27.0%	CN1CCC(Oc2ncccc2C(=O)NCCc2ccccn2)CC1
97	?	COc1ccc(COC(=O)C2=C(C)NC3=C(C(=O)CCC3)C2c2ccccc2C(F)(F)F)cc1 (stereo not drawn)
98	46.3%[activator]	O=C(Cn1ccn2nc3c(c2c1=O)CCCC3)Nc1ccc2c(c1)OCO2
99	26.7%	CN(C)CC(=O)Nc1ccc(C(=O)N2CCCC3(CCNC3)C2)cc1 (stereo not drawn)
100	-4.6%[176 µM]	COc1ccc2c(c1)nc1n2[C@@H](CNS(=O)(=O)c2ccc(C#N)cc2)COC1
101	8.4%	CCN(C(=O)Cn1cccc1-c1nc(-c2ccccc2)no1)c1cccc(C)c1
102	57.6%	O=C(O)/C=C/c1ccc([N+](=O)[O-])cc1
103	1.1%	CCOc1ccc(C(=O)N(c2ccc(C)cc2)C2C=CS(=O)(=O)C2)cc1 (stereo not drawn)
104	19.7%	O=C(Nc1ccc(Cl)cc1)N1CCC2(CC1)CC(=O)N(c1ccccc1)c1ccccc1O2
105	-3.8%	CC(C)CC(=O)Nc1cccc(C(=O)Nc2cccc(C(=O)O)c2)c1
106	15.8%[176 µM]	O=C1NC2(CCN(C(=O)Cc3ccccc3)CC2)Oc2ccccc21
107	18.1%	O=C(CSc1ncnc2sc3c(c12)CCCC3)Nc1ncc(Cl)cc1Cl
108	32.4%[activator]	COc1ccc(F)c(CN2CCCC(O)(CN3CCCCC3)C2=O)c1 (stereo not drawn)

Arranged by molecular weight (smallest number first): some entries from above.
No.	12-LOX inh	Molecule
98	46.3%[activator]	O=C(Cn1ccn2nc3c(c2c1=O)CCCC3)Nc1ccc2c(c1)OCO2
23	11.4%	CC(C)CN(C(=O)COC(=O)C12CC3CC(CC(O)(C3)C1)C2)c1c(N)n(Cc2ccccc2)c(=O)[nH]c1=O
91	?	Brc1ccc2nc(-c3ccc(CN4CCC5(CC4)CNc4ccccc45)cc3)c(-c3ccccc3)nc2c1

Gathered by group: the compounds so far with two or more sulfur atoms (three)
No.	12-LOX inh	Molecule
48	-14.5%	CCN(CC)S(=O)(=O)NC(C)Cc1cccs1 (stereo not drawn)
59	?	CC(C)C[C@H]1CNC(=S)N1C[C@H]1CCCN1C[C@H](Cc1ccc(O)cc1)N1C[C@H](Cc2ccc(O)cc2)N(CC2CCCCC2)C1=S
107	18.1%	O=C(CSc1ncnc2sc3c(c12)CCCC3)Nc1ncc(Cl)cc1Cl
